SARS 3CLpro inh = SARS-CoV 3CLpro protease inhibition; P0C6X7; recombinant SARS-CoV 3CLpro, quenched FRET peptide cleavage; 290,000 tested, 0.14% active; inhibition, % at 6 µM; in the data active = inhibition above about 12%
PrPC surface inh = reduces human prion protein on the cell surface. P04156. cell surface PrPC, TR-FRET read-out. inhibition, % at 13.8 µM. 370,000 tested, 0.43% active. AID 720596; in the data active = inhibition above about 24%; note: 0% = median of the test wells and 100% = reference compound wells
BoNT A protease = inhibitors of Botulinum neurotoxin A light chain protease | multiplex microsphere protease substrate cleavage, flow cytometry | inhibition, % at 10 µM | 360,000 tested, 0.17% active; note: plate controls were buffer without enzyme for full effect and enzyme alone for no effect
TcdB inh = TcdB glycohydrolase inhibition. P18177. TcdB glycohydrolase enzymatic assay, plate reader. 350,000 tested, 0.24% active. inhibition, % at 9.99 µM; in the data active = inhibition above about 10%
PriA SSB inh = inhibitors of Klebsiella pneumoniae PriA binding to SSB C-terminal tail | AlphaScreen SSBct-PriA binding, biotinylated peptide | inhibition, % at 33 µM | 430,000 tested, 0.6% active | AID 1272365; in the data active = inhibition mostly above about 37%, no sharp cut-off; inactive = mostly below about 20%;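 note: plate controls were negative control peptide for no effect and reference peptide for full effect; strong numbers were not always called active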
PfHsp40 yeast = rescue of PfHsp40-mediated yeast toxicity. 340,000 tested, 0.68% active. S. cerevisiae expressing PfHsp40, growth rescue, ATP luminescence. growth rescue, % at 12.5 µM; in the data active = growth rescue above about 28%, passing the limit was not always enough; inconclusive = no clear call, values can overlap the other calls;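 note: yeast W303a lacking pdr1 and pdr3 grown in galactose medium; growth measured after three days at 30 °C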
Y pestis TopoI = blocks Yersinia pestis topoisomerase I activity; Y. pestis Topo-I cleavage product accumulation, plate reader; activity, % at 10 µM; 360,000 tested, 0.064% active; AID 504884; in the data active = activity above about 50%, passing the limit was not always enough; inconclusive = no clear call, values can overlap the other calls; note: inactives centre near 2
Vc quorum ag = quorum light induction in luxS cqsA deficient V. cholerae; AID 588436; V. cholerae BH1578 lux reporter, luminescence, 6 h; 350,000 tested, 0.16% active; activation, % at 18.7 µM; in the data active = activation mostly above about 9.7%, no sharp cut-off; inconclusive = no clear call, values can overlap the other calls; inactive = mostly below about 3.7%; note: not every result past the cut was called active; inactives centre near 0; reference of the scale not given here
Anthrax LF prot = blocks Bacillus anthracis lethal factor protease | P15917 | multiplex microsphere protease cleavage assay, LF | inhibition, % at 10 µM | 360,000 tested, 0.12% active; note: plate controls were buffer without enzyme for full effect and enzyme alone for no effect
Target sequence (P15917 whole entry, looked up): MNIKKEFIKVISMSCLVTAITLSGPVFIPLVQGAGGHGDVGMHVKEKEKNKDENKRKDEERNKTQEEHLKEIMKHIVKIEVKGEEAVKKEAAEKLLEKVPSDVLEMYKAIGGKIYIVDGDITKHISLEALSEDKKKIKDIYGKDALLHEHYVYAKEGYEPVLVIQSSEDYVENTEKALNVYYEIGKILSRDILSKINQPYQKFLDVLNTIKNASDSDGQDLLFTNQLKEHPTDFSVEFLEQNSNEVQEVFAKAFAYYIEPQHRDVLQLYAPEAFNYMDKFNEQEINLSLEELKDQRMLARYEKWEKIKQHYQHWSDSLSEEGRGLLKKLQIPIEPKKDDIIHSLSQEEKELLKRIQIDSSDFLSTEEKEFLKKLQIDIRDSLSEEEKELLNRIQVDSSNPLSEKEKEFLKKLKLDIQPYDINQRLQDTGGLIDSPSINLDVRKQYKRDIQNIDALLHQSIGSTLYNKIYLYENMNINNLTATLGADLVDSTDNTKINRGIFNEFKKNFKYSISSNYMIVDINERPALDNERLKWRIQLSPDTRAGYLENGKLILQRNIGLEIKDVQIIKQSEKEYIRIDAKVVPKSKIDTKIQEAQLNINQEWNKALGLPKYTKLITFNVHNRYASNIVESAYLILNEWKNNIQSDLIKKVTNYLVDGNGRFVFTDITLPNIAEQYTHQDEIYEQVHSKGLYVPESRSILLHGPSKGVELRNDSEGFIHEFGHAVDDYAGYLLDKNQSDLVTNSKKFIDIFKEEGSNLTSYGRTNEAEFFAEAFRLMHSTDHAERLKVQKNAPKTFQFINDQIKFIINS
An asterisk follows results filed as active; i = inactive; ? = inconclusive; . = not tested or not shown; & = joins results of further samples. Cut-off read from the data, not from the text of the source, unless noted: active = inhibition above about 30%; inconclusive = no clear call, values can overlap the other calls; inactive = below that. The list is partial; the hit share may differ from the screen's.

Sample of the layout:
SMILES	SARS 3CLpro inh	PrPC surface inh	BoNT A protease	TcdB inh	PriA SSB inh	PfHsp40 yeast	Y pestis TopoI	Vc quorum ag	Anthrax LF prot
COc1cc2c(cc1OC)-c1cc(Nc3ccccc3C)nc(=O)n1CC2	-5	11	-4.2	1.1	0	1.0	9	i	-4
COc1cc(Nc2ccc(C(=O)O)cc2[N+](=O)[O-])cc(OC)c1	-1	-24	0.0	1.3	13	-0.9	-3	-0.2	0
CC(C)(C)C(=O)Nc1ccc2c(c1)-c1cc(NC(=O)C(C)(C)C)ccc1C2	2	0	-0.6	.	-3	0.1	-1	-0.4	-2
CN(C(=O)c1cccc(NC(=O)Cc2ccc(NC(=O)C3CCCN(S(=O)(=O)c4cccc([N+](=O)[O-])c4)C3)cc2)c1)C1CCCC1 (stereo unspecified)	.	-2	-0.1	-0.8	-5	-0.4	16	1.1	-3
O=C(CCC(=O)Nc1ccc(Cl)cc1Cl)NNC(=O)Nc1ccccc1	3	5	-1.1	-0.3	-3	0.2	7	i	2
O=c1[nH]c2ccc(S(=O)(=O)Nc3ccc(-c4nnc5n4CCCCC5)cc3)cc2o1	-3	-2	0.5	.	9	-0.8	-2	i	3
CCOC(=O)CSc1nc2ccccc2c(=O)n1CCC(=O)NCCc1ccc(OC)c(OC)c1	-2	4	1.0	.	-8	4.7	5	-0.3	-11
CC(C)CN(C(=O)c1ccc([N+](=O)[O-])s1)c1c(N)n(Cc2ccccc2)c(=O)[nH]c1=O	.	-5	2.9	0.5	-9	0.0	-17	i	3
Cc1occc1C(=O)N1CCN(c2ccccc2)CC1	-1	1	2.2	-0.3	-10	-0.6	-12	-0.1	2

The whole of this part, from the start:
SMILES	SARS 3CLpro inh	PrPC surface inh	BoNT A protease	TcdB inh	PriA SSB inh	PfHsp40 yeast	Y pestis TopoI	Vc quorum ag	Anthrax LF prot
COc1cc2c(cc1OC)-c1cc(Nc3ccccc3C)nc(=O)n1CC2	-5	11	-4.2	1.1	0	1.0	9	i	-4
COc1cc(Nc2ccc(C(=O)O)cc2[N+](=O)[O-])cc(OC)c1	-1	-24	0.0	1.3	13	-0.9	-3	-0.2	0
CC(C)(C)C(=O)Nc1ccc2c(c1)-c1cc(NC(=O)C(C)(C)C)ccc1C2	2	0	-0.6	.	-3	0.1	-1	-0.4	-2
CN(C(=O)c1cccc(NC(=O)Cc2ccc(NC(=O)C3CCCN(S(=O)(=O)c4cccc([N+](=O)[O-])c4)C3)cc2)c1)C1CCCC1 (stereo unspecified)	.	-2	-0.1	-0.8	-5	-0.4	16	1.1	-3
O=C(CCC(=O)Nc1ccc(Cl)cc1Cl)NNC(=O)Nc1ccccc1	3	5	-1.1	-0.3	-3	0.2	7	i	2
O=c1[nH]c2ccc(S(=O)(=O)Nc3ccc(-c4nnc5n4CCCCC5)cc3)cc2o1	-3	-2	0.5	.	9	-0.8	-2	i	3
CCOC(=O)CSc1nc2ccccc2c(=O)n1CCC(=O)NCCc1ccc(OC)c(OC)c1	-2	4	1.0	.	-8	4.7	5	-0.3	-11
CC(C)CN(C(=O)c1ccc([N+](=O)[O-])s1)c1c(N)n(Cc2ccccc2)c(=O)[nH]c1=O	.	-5	2.9	0.5	-9	0.0	-17	i	3
Cc1occc1C(=O)N1CCN(c2ccccc2)CC1	-1	1	2.2	-0.3	-10	-0.6	-12	-0.1	2
O=S1(=O)N=C(N2CCc3ccccc3C2)c2ccccc21	-7	2	0.6	.	2	2.4	-2	-0.2	0

Taken from above.
For Vc quorum ag, CCOC(=O)CSc1nc2ccccc2c(=O)n1CCC(=O)NCCc1ccc(OC)c(OC)c1 has -0.3
For PriA SSB inh, CC(C)CN(C(=O)c1ccc([N+](=O)[O-])s1)c1c(N)n(Cc2ccccc2)c(=O)[nH]c1=O has -9

The list goes on.
SMILES	SARS 3CLpro inh	PrPC surface inh	BoNT A protease	TcdB inh	PriA SSB inh	PfHsp40 yeast	Y pestis TopoI	Vc quorum ag	Anthrax LF prot
O=C1CSC2N1CCNC21CCCCC1 (stereo unspecified)	0	-5	-0.5	.	8	-0.9	-6	6.2	-4
O=C(CNC(=O)c1ccc2c(=O)n3c(nc2c1)CCC3)Nc1ccc(F)c(F)c1	.	-2	-4.0	0.2	-12	-0.9	-5	i	-2
O=C(Nc1c(C(=O)N2CCCC2)cnn1-c1ccccc1)c1cccc(F)c1	1	3	?	.	-10	1.0	5	i	2
Cc1nc(-c2ccccn2)sc1C(=O)Nc1ccc(Cl)c(Cl)c1	-1	-7	-0.1	.	-4	0.9	8	-0.3	-4
CC1CCN(C2=NC(=O)/C(=C/c3ccc(O)cc3)S2)CC1	-3	-20	-7.0	1.8	-6	-1.3	-16	-0.7	2
COC(=O)[C@H](Cc1ccccc1)NC(=O)NCCC1=CCCCC1	7	-4	?	.	-13	-0.2	-6	-1.0	0
CC1(C(=O)NCc2cccc3ccccc23)CCN1Cc1ccc(-c2ccccc2)o1 (stereo unspecified)	.	7	-1.2	-0.3	.	.	-1	i	-1
CCOc1ccc(S(=O)(=O)NCCC(=O)NC2=NCCS2)cc1	10	0	1.1	.	-8	-0.9	3	i	4
CN1CCN(S(=O)(=O)c2ccccc2)C(c2ccccc2)C1 (stereo unspecified)	.	-5	0.0	0.2	-11	-0.4	0	0.8	-4
O=Cc1cn(-c2ccccc2)nc1-c1ccccn1	8	1	-1.7	-0.2	-9	0.9	2	-2.8	-3
O=C(CSc1cnc2ccccc2n1)c1ccc(F)cc1	1	-10	0.4	-1.0	-2	0.2	6	i	-1
COc1ccc(-n2c(-c3ccccc3[N+](=O)[O-])nc3ccccc3c2=O)cc1	-3	-27	-0.8	0.9	18	-1.0	-2	i	7
CC(=NNC(=O)c1ccncc1)c1ccc(Cl)c(Cl)c1	.	-1	-0.1	-4.4	-14	0.9	1	i	0
CC(Oc1cccc(Br)c1)C(=O)N1CCCN(C)CC1 (stereo unspecified)	-6	5	0.6	-0.1	-8	-0.1	0	i	2
Cc1ccc2cc(CN(CC(C)C)S(=O)(=O)c3ccccc3)c(=O)[nH]c2c1	5	.	-1.9	.	-1	-0.4	29	-0.5	-4
O=[N+]([O-])/C=C/c1cn(Cc2ccc(Cl)cc2)c2ccccc12	7	0	39*	0.9	-7	-1.3	-1	-2.6	21
CCCCn1c(N)c(S(=O)(=O)c2ccc(C)cc2)c2nc3ccccc3nc21	1	16	4.5	0.9	-1	-1.2	-6	-0.8	2
CCOC(=O)c1c[nH]c2ccc([N+](=O)[O-])cc12	.	-5	-0.2	0.3	-2	-0.2	-5	-1.3	-1
CC(=O)C(Sc1ccc2nnc(-c3cccnc3)n2n1)C(C)=O	3	-4	-0.7	0.6	5	0.3	-2	-0.3	-2
Cc1c(C(=O)Nc2cccc(Cl)c2)cn2c(nc3ccccc32)c1C#N	5	-4	-0.8	.	-2	-1.1	15	-0.7	-1
CC(OC(=O)Cc1cccc(C(F)(F)F)c1)C(=O)Nc1ccc(Cl)cn1 (stereo unspecified)	5	4	-1.0	0.5	-22	5.1	14	-1.7	-2
Cc1ccc(C(=O)N2CCCCC2)cc1S(=O)(=O)N1CCCCCC1	3	-3	0.5	1.7	-5	0.5	22	-0.4	1
CCN(CC)c1ccc(/C=N/NC(=O)c2cnccn2)c(O)c1	3	17	0.5	-2.1	.	77*	-3	-3.2	-3
CCc1n[nH]c(=S)n1/N=C/c1cc(Br)c(OC)cc1OC	4	-5	-0.4	.	.	-1.6	-1	-0.3	-1
CCn1ncc(Cl)c1C(=O)NC(=S)Nc1c(C)cc(C)cc1[N+](=O)[O-]	1	-1	1.9	.	29	-0.7	-2	1.5	-2
CCN(CC)CCOC(=O)C1(C2CCCCC2)CCCCC1	-6	8	0.1	2.1	3	0.3	17	i	-5
COc1ccc2c(c1)[nH]c1c(=O)n(CCC3=CCCCC3)cnc12	0	-3	-0.1	.	-16	-1.3	6	-0.6	-1
Cc1cccc(NC(=O)COC(=O)CC2CCCC2)c1C	.	1	-16	-0.5	-12	0.7	3	-3.7	1
CCn1c(SCc2nc3ccccc3[nH]2)nnc1-c1ccccc1OC	-4	-5	0.4	.	-24	-0.1	6	i	2
Cc1ccc([N+](=O)[O-])c(C(=O)N/N=C/c2cccs2)c1	3	-14	-0.4	-0.1	i	-1.7	4	-0.5	0
COc1ccc(Cn2c(=O)cc(C)[nH]c2=S)cc1	-2	-1	1.0	0.1	-1	0.6	-5	-0.3	-5
CCOC(=O)c1cc(S(=O)(=O)NCC2CCN(Cc3cccc(C)c3)CC2)cn1C	2	-8	-4.1	3.2	-11	3.4	7	-0.2	-2
Cc1cc2occ(CC(=O)N(C)CC(=O)Nc3ccccc3C(F)(F)F)c2cc1C	.	8	.	0.4	-2	2.9	17	i	.
OCCCc1nc2ccccc2n1CCOc1ccccc1	-2	-2	0.3	.	2	-0.4	-8	-0.7	-1
CCc1cc2c(=O)c(-c3nc(C)cs3)c(CCCC(=O)O)oc2cc1O	1	9	0.5	1.2	15&-8	0.3	-10	5.0	-1
O=C(CC1C(=O)NCCN1Cc1ccc(F)cc1)NCCCn1cccn1 (stereo unspecified)	-4	-5	0.6	0.9	0	0.3	10	i	-1
O=C(/C=C/c1cccc(Br)c1)OCC(=O)N1CCN(c2ccccc2)CC1	.	3	1.3	2.1	-9	0.6	12	-0.3	0
O=c1[nH]c(=S)n(Cc2ccc(F)cc2)c(O)c1/C=N/N1CCCCC1	-1	-3	-0.3	0.1	.	0.1	1	-0.4	1
CN[C@@H](C)C(=O)NC[C@H]1O[C@@H](n2cnc3c(N)ncnc32)[C@H](O)[C@@H]1O	.	0	-0.4	0.8	-16	?	-3	-3.9	0
CCOC(=O)c1cc(-c2ccc(C)o2)n[nH]1	-1	-5	-0.5	.	4	0.0	1	i	0
CC(C)(C)S(=O)(=O)c1cnc(N2CCCC2)nc1N	-4	2	-1.1	-0.2	-4	-0.4	3	-0.7	1
CC(=O)N1CCN(S(=O)(=O)c2cccc(C(=O)NC3CC3)c2)CC1	.	4	0.2	0.5	-6	-0.7	4	i	-4
N#C/C(=N\Nc1ccc(S(=O)(=O)N2CCCCCC2)cc1)C(N)=S	3	1	-1.6	1.7	.	-1.0	3	1.0	-4
Cc1ccc(S(=O)(=O)NCC(NCc2ccc(F)cc2)c2ccccc2)cc1 (stereo unspecified)	.	0	-2.1	0.6	-23	2.0	36	2.3	-1
O=c1c2ccccc2c(C=NC2CCS(=O)(=O)C2)c(O)n1-c1ccccc1 (stereo unspecified)	-6	-9	-1.6	.	-4	-0.3	4	-1.6	1
Cc1cc(C)n(-c2nc3ccccc3nc2N2CCN(C(=O)c3ccc(F)cc3)CC2)n1	-4	-4	6.2	.	-5	-0.4	12	i	2
CCCCCC(=O)N1C[C@H](O)[C@@H](n2cc(-c3ccc(F)cc3)nn2)C[C@@H]1c1ccccc1	.	-12	-0.3	-0.8	.	.	7	-0.2	2
CCN1CCN(C(=S)Nc2cccc([N+](=O)[O-])c2)CC1	4	-7	0.4	0.6	9	-1.4	6	1.9	0
O=C(c1cc(C2CC2)nn1-c1ccccc1)N1CCN(S(=O)(=O)c2ccccc2)CC1	.	0	0.0	2.9	-10	-0.9	10	i	2
CCOc1ccc(C2=CS/C(=C(\C#N)c3nnc4n3CCCCC4)N2CC)cc1	1	6	0.0	.	11	0.0	14	4.0	-2
Other records:
SMILES	SARS 3CLpro inh	PrPC surface inh	BoNT A protease	TcdB inh	PriA SSB inh	PfHsp40 yeast	Y pestis TopoI	Vc quorum ag	Anthrax LF prot
O=C(COc1ncnc2ccccc12)NCCc1ccccc1	-1	5	0.2	-0.8	6	11	1	i	-4
CCc1nnc(SCC(=O)Nc2ccc3ccccc3c2)n1N	.	8	0.9	1.1	4	16	-1	0.0	4
O=C(c1cc2cc(F)ccc2[nH]1)N1CCN(c2ccc(F)cc2)CC1	-2	-3	-4.6	0.9	-1	0.9	1	0.6	8
CC(=O)c1cccc(S(=O)(=O)Nc2cccc(S(=O)(=O)NC3=NCCC3)c2)c1	6	0	-1.1	-0.4	10	-0.4	1	-0.4	-3
Fc1ccc(-c2[nH]ncc2-c2nnnn2-c2ccccc2)c(F)c1	4	-4	0.1	.	-18	-0.6	7	-0.4	-2

Source: PubChem (several laboratories)
